LEDGF integ inh = blockers of LEDGF/p75-dependent integrase strand transfer – biochemical, TR-FRET, high throughput, primary screen; actives 0.64% (n = 370,000); HIV-1 integrase (with human LEDGF/p75); AID 743269, 2014; inhibition, % at 3.7 µM; TR-FRET IN-LEDGF/p75 DNA integration, Eu/Cy5;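 active means inhibition above the screen-wide mean plus 3 SD, cut at about 13% in these data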;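 further: signal is the Cy5 over europium emission ratio at 671 and 618 nm; 0% = plate median of compound wells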
proKLK7 act = proKLK7 zymogen activators, primary screen, biochemical, fluorescence intensity; Kallikrein-7 (Homo sapiens), P49862; purified proKLK7, EDANS-DABCYL substrate fluorescence; 100% is mature enzyme control, 0% vehicle; activation, % at 7 µM; actives 0.9% (n = 370,000); AID 652039, 2013;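 active means activation above the mean of all tested compounds plus 3 SD, computed per campaign excluding outliers beyond control limits, cut at about 13% in these data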
PRMT1 inh = PRMT1 methyltransferase inhibitors, primary screen, biochemical, fluorescence polarization. actives 1.3% (n = 370,000). recombinant PRMT1, activity-based probe fluorescence polarization. inhibition, % at 2.79 µM. Protein arginine N-methyltransferase 1 (Homo sapiens), Q99873. AID 652257, 2013;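 active means inhibition above about 21% made by adding two undisclosed values, limit read from the data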
TDP2 absorb = human TDP2 enzyme inhibitors, primary screen, biochemical, epi absorbance, recombinant enzyme | actives 0.34% (n = 370,000) | AID 720702, 2013 | T5PNP hydrolysis, p-nitrophenol absorbance 415 nm | inhibition, % at 12.8 µM;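 active means inhibition above the mean of all tested compounds plus 3 SD, set per campaign, cut at about 25% in these data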;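 further: 0% = DMSO with enzyme and 100% = buffer with substrate but no TDP2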
Target sequence (O95551 whole entry, looked up): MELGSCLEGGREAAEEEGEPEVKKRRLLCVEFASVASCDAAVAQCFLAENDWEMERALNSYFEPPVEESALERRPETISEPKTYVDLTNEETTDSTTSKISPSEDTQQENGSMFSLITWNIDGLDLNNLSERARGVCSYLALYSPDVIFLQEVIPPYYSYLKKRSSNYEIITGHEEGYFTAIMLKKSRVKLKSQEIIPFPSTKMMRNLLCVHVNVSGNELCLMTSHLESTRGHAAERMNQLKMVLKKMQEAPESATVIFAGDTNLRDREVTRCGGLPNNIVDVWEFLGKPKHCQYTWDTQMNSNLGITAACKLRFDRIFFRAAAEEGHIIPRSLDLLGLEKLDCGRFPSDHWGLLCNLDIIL
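Test system: Human TDP2 enzyme | Reagent: 5 mM T5PNP | Compound dosing: 12.8 µM single point, 1% DMSO | Incubation: Enzyme reaction with compound for 2 h at 37 °C | Technique: p-Nitrophenol epi absorbance | Read-out: % inhibition relative to enzyme-containing and enzyme-free wells | Benchmarks: High control without enzyme, low control DMSO plus TDP2 | Replicates: Singlicate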
SIAE primary = human SIAE inhibitors, primary screen, biochemical, fluorescence polarization, FP-Rh probe, 1536-well HTS. actives 0.69% (n = 370,000). Sialate O-acetylesterase (Homo sapiens), Q9HAT2. SIAE FP-Rh probe binding. inhibition, % at 9.66 µM;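 active means inhibition above a cutoff: mean of compounds within the control limits plus 3 SD of those, cut at about 17% in these data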;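 further: 0% = plate median of compound wells and 100% = probe without SIAE protein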
Target sequence (Q9HAT2 whole entry, looked up): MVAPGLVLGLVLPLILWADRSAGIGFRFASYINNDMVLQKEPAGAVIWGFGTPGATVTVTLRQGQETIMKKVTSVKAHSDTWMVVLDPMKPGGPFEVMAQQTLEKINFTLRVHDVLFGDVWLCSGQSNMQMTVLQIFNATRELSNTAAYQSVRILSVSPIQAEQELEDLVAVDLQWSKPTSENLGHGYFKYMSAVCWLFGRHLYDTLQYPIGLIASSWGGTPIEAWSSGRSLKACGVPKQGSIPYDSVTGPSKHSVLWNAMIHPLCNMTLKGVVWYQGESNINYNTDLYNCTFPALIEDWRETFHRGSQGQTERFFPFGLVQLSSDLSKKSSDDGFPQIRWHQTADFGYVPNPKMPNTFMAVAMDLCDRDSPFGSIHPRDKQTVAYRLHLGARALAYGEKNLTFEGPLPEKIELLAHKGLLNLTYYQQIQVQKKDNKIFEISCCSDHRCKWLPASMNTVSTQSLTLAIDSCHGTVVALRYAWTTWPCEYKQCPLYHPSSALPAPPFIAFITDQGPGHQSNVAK
UHRF1 MBD2 ctr = UHRF1 methylated DNA binding inhibitors, primary screen, counter-screen for MBD2 inhibitor project, biochemical, TR-FRET, human UHRF1, single concentration. actives 0.75% (n = 370,000). UHRF1 binding to methylated oligo. E3 ubiquitin-protein ligase UHRF1 (Homo sapiens), Q96T88. inhibition, % at 4.4 µM. AID 687016, 2013; in the data active means inhibition above about 21%;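 further: UHRF1 SRA domain binding a hemimethylated CpG hairpin DNA probe; 0% = median of test compound wells and 100% = reference inhibitor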
MBD2 DNA inh = inhibitors of MBD2 binding to methylated DNA, primary screen, biochemical, TR-FRET, DNA-binding domain, human; Methyl-CpG-binding domain protein 2 (Homo sapiens), Q9UBB5; inhibition, % at 4.4 µM; MBD2 binding to methylated oligonucleotide; actives 0.31% (n = 370,000); in the data active means inhibition above about 13%
TCR CD3 inh = inhibitors of human TCR-CD3 interaction, primary screen, biochemical, fluorescence, TAMRA-labeled TCR probe; T-cell receptor (TCR); inhibition, % at 9.4 µM; actives 0.37% (n = 360,000); AID 651800, 2012; in the data active means inhibition above about 19%;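 further: recombinant mutant TCR 2C K166C tagged with TAMRA read by polarization; 0% = receptor in buffer alone and 100% = receptor with positive control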
DDE Tn7 FP inh = inhibitors of Tn7 peptide binding to fibrin DD(E), primary screen, biochemical, fluorescence polarization, human fibrin, Tn7 probe; Fibrinogen beta chain (Homo sapiens), P02675; FP displacement of FITC-Tn7 peptide from fibrin DD(E); 0% = median of compound wells per plate; inhibition, % at 8.3 µM; actives 0.13% (n = 370,000);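 active means inhibition above the mean of compounds falling within the control limits plus 3 SD of them, cut at about 14% in these data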;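 further: 0% = plate median of compound wells and 100% = 10 µM Aha-Tn7 peptide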
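Assay system: human fibrin DD(E). Input: DD(E) 2 µM final. Medium: Tris buffer with calcium and detergent, pH 7.8. Compound dosing: single point at 8.3 µM. Timing: 10 min plus 3 h, room temperature. Technique: fluorescence polarization of the labelled Tn7 tracer. Read-out: percent inhibition. Replicates: singlicate testing.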
DDE Tn6 FP inh = inhibitors of Tn6 peptide binding to fibrin DD(E), primary screen, biochemical, fluorescence polarization, human fibrin, Tn6 probe | Fibrinogen beta chain (Homo sapiens), P02675 | actives 0.21% (n = 370,000) | inhibition, % at 8.3 µM | Fibrin DD(E) TRITC-Tn6 fluorescence polarization displacement;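 active means inhibition above a per-campaign cutoff: mean of compounds within control limits plus 3 SD, cut at about 15% in these data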;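 further: 0% = median of all compound wells on the plate and 100% = blocking peptide control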
* hit, by the source's call; / = no result given. Hits appear at their usual frequency; overall some 4.6% were active at least once.

The line under a structure holds: LEDGF integ inh	proKLK7 act	PRMT1 inh	TDP2 absorb	SIAE primary	UHRF1 MBD2 ctr	MBD2 DNA inh	TCR CD3 inh	DDE Tn7 FP inh	DDE Tn6 FP inh
- CCN(c1ccccc1C(=O)O)S(=O)(=O)c1cccc2nsnc12
 : 3	-0.3	-3	6	-1	-2	-3	-1	-2	-3
- O=C(OCC#CCSc1nnc(-c2cccc3ccccc23)o1)c1ccc(OC(F)(F)F)cc1
 : -2	/	0	7	-1	1	3	/	2	1
- CC(C)(C)c1cc(C(C)(C)C)cc(S(=O)(=O)CCc2ccccn2)c1
 : 3	-0.4	-1	-7	6	-1	6	-13	5	-1
- CCOC(=O)c1noc(C)c1C(=O)Nc1nccs1
 : -5	0.7	6	2	-4	4	3	-2	0	5
- COc1ccc(CCNC(=O)C(=O)Nc2nccs2)cc1OC
 : -1	-0.9	-1	1	-3	-1	3	2	1	1
- CCOC(=O)C1=C(C)NC(C)=C(C(=O)OCC)C1C(=O)OCC(=O)N(C)C1CCS(=O)(=O)C1 (centres undefined)
 : 4	2.4	-4	4	-1	0	0	-4	-2	5
- O=C(CC1S/C(=N/N=C/C=C/c2ccccc2)NC1=O)Nc1ccc(C(=O)O)cc1 (centres undefined)
 : 0	-0.3	3	5	0	-1	-3	6	4	2
- CCOC(=O)COc1cccc2c(=O)n(CC(=O)N3CCC(C)CC3)ccc12
 : -1	0.0	0	-4	2	1	8	2	-3	4
- Cc1ccc(CN2CCN(C(=O)c3ccncc3)CC2)cc1
 : 75*	-0.2	-2	13	2	1	-2	-10	-3	-1
- O=C(N/N=C/c1ccc(N2CCCCC2)o1)c1ccccc1
 : -1	-0.7	13	8	2	-3	2	-11	-10	2
- CCCCNC(=O)c1nnn(-c2ccccc2)c1N
 : 3	-0.1	2	-12	6	-2	1	-6	-7	-4
- Cc1cc(C)nc(N2CCC(C(=O)Nc3cccc(C(F)(F)F)c3)CC2)n1
 : -4	0.3	-3	-7	6	-1	-3	10	1	8
- Cc1ccc(NC(=O)c2cc(-c3ccccc3O)n[nH]2)cc1Cl
 : -3	0.3	0	7	-5	2	1	-6	-4	8
- CCOC(=O)[C@H]1[C@H]2COc3ccc(OC)cc3[C@@H]2N2C(=O)CN(Cc3ccco3)C(=O)[C@@]12C
 : 1	0.5	1	12	14	2	-6	1	-3	-4
- CC(C)N(C)c1ncnc2c1ncn2[C@H]1CN(Cc2ccccc2)C[C@@H](CO)O1
 : -5	0.2	1	2	-1	1	1	-4	-5	-4
- Cc1cc(C)c2nc(-c3ccccn3)cc(C(=O)n3cccn3)c2c1
 : -3	4.0	10	-1	-7	4	-1	-2	0	-3
- FC(F)(F)c1cccc(-c2cncc(N3CCN(CCN4CCCC4)CC3)n2)c1
 : 1	2.5	2	0	3	-1	-3	-13	-2	8
- CSc1ccccc1OCc1cc(C(=O)NCCC2CCCCO2)no1 (centres undefined)
 : 1	0.2	0	-4	6	1	0	4	0	-2
- COc1ccc(C(=O)C2CCCN(C(=O)c3n[nH]c4c3CCCC4)C2)cc1OC (centres undefined)
 : 3	0.2	-1	6	4	-4	-5	-2	-7	2
- CCC(CC)C(=O)c1c[nH]c(C(=O)N2CCN(c3ccccc3F)CC2)c1
 : 2	-0.3	-3	4	-2	-1	4	3	-6	1
- N#CC1(NC(=O)CSc2ccccn2)CCCCC1
 : 0	0.4	0	9	2	-1	-6	0	2	4
- COC(=O)N[C@H](CC(C)=O)c1cccc(C(F)(F)F)c1
 : 0	0.5	-4	6	3	-2	-4	-8	-6	-3
- COc1ccc(-c2nn(-c3ccccc3)cc2C(=O)NC(=S)N2CCOCC2)cc1OC
 : -5	0.2	3	-7	5	1	1	-4	5	6
- Cc1ccc(S(=O)(=O)NCCN2CCNC2=O)cc1
 : 6	-0.2	-3	-17	-5	0	-8	5	-5	3
- Cn1nc(C(C)(C)C)c([N+](=O)[O-])c1C(=O)NC(C)(C)C
 : 1	0.4	-3	2	5	-2	3	5	-3	1
- CCN1CCN(c2cc3c(nn2)Oc2ccccc2N3C)CC1
 : -7	61*	-1	7	4	0	5	-7	4	-3
- COc1cc(C)nc(OCCNS(=O)(=O)c2cc(C)ccc2C)n1
 : -1	-0.4	5	-5	-3	3	4	-12	2	-3
- COc1ccc(C(=O)C[C@@H]2OC3CCCCC3N2S(=O)(=O)c2ccc(C)cc2)cc1OC (some centres undefined)
 : -1	0.6	0	4	-1	2	5	4	8	0
- CSc1nc(NCc2ccco2)c2sc3nc(C(C)C)c4c(c3c2n1)CC(C)(C)OC4
 : -2	-0.1	2	3	-3	2	-1	5	5	-11
- O=C1CSC(=S)N1c1cccc(Br)c1
 : 2	0.6	5	11	-15	0	3	-12	-2	-1

Next section
The line under a structure holds: LEDGF integ inh	proKLK7 act	PRMT1 inh	TDP2 absorb	SIAE primary	UHRF1 MBD2 ctr	MBD2 DNA inh	TCR CD3 inh	DDE Tn7 FP inh	DDE Tn6 FP inh
- COc1ccc(C(=O)/C=C2\NCC3c4ccccc4CCN3C2=O)cc1 (centres undefined)
 : -2	0.6	2	8	9	-6	-4	2	5	4
- CC1(C)Oc2ccc3ccc(=O)oc3c2/C(=N/O)C1=O
 : 3	206*	-1	-3	5	-2	1	-4	-4	1
- CCOc1ccccc1CN1CCNC(=O)C1CC(=O)NCCN1CCOC1=O (centres undefined)
 : 3	0.3	2	-4	-5	-2	0	6	6	1
- COc1ccc(CCNC(=O)C(C)Sc2ccc(C)cc2)cc1OC (centres undefined)
 : 0	0.8	-2	8	5	0	-1	2	-1	-5
- COC(=O)NNC(=O)/C=C/c1ccccc1
 : 1	0.3	-6	8	9	-5	3	8	3	0
- COCCC1CCCCN1C(=O)c1ccc(OC)c(OC2CCN(C(C)=O)CC2)c1 (centres undefined)
 : 5	0.2	0	14	6	1	-6	3	-2	-9
- Cn1nc(-c2ccccc2)cc1NS(=O)(=O)c1ccccc1
 : 1	1.0	-2	1	-3	0	1	-1	-1	2
- Cc1nn(-c2ccccc2)c(NC(=O)C(C)C)c(-c2ccccc2)c1=O
 : 0	0.1	1	-1	-4	3	-3	-9	2	2
- CC1(C)CC(=O)C=C(NCc2ccc(C(=O)O)cc2)C1
 : -4	-0.2	5	2	-8	0	6	-8	-2	-4
- COc1ccc(OC)c(Cc2nnc(CCC(=O)N3CCN(C4CCCC4)CC3)o2)c1
 : 0	-0.9	-2	-6	3	-2	-2	3	9	5
- CC(C)n1c(C(O)c2ccccc2)nc2ccccc21 (centres undefined)
 : -1	0.6	-2	-3	-1	2	4	-7	8	1
- O=C(CSc1nccc2ccccc12)N1CCN(c2ccccn2)CC1
 : 14*	0.9	14	-8	-2	-16	-16	-3	-2	2
- Cc1ccc(-c2noc(CN3C(C)CCCC3C)n2)cc1 (centres undefined)
 : 5	0.3	-2	-7	-4	-2	1	6	-3	-3
- N=c1c2c(-c3ccccc3)c(-c3ccccc3)n(Cc3ccco3)c2ncn1CCO
 : -2	0.5	-1	7	7	0	-4	4	6	2
- CCCCn1c(N)c(N(CCC(C)C)C(=O)c2ccc(C)o2)c(=O)[nH]c1=O
 : 1	0.1	-8	-6	5	0	-2	-1	-4	-3
- O=c1[nH]c(CN2CCN(c3ccccc3O)CC2)nc2scc(-c3ccccc3Cl)c12
 : 3	0.0	0	-3	0	0	0	0	-3	-13
- O=C(O)CCc1nnc(SCC(=O)Nc2ccc(Br)cc2)[nH]c1=O
 : 1	-0.6	1	0	9	-1	2	2	-2	-2
- COc1cccc(C(=O)COc2ccc3ccc(=O)oc3c2)c1
 : 1	0.5	0	9	-9	-1	1	-1	5	-1
- Cc1ccc(NC(=O)Cc2noc3ccccc23)c(C)c1
 : -1	0.2	-2	-1	7	0	-3	1	-2	-4
- CC(C)OP(=O)(OC(C)C)/C(C=O)=N\Nc1ccc([N+](=O)[O-])cc1
 : 11	0.4	-1	-30	6	2	-4	-5	-2	5
- Cn1nnc(C(O)CN2CCOCC2)n1 (centres undefined)
 : -4	-0.4	-3	-5	2	0	-1	7	2	10
- C=CCC1[C@H](C)[C@H]2[C@@H]3CC[C@@H](C3)[C@H]2CN1S(=O)(=O)c1ccc(C)cc1 (some centres undefined)
 : 2	1.0	-2	-3	-4	1	-1	-4	4	-1
- C=CCNC(=O)c1cnc2n(c1=O)CCS2
 : -1	0.5	-2	5	-2	1	-3	-2	-13	0
- COc1ccc(O)c(/C=N/NC(=O)CCC(=O)Nc2ccc(C)cc2)c1
 : -8	-9.6	4	-11	4	3	4	1	2	-3
- CCN1C(=O)C2C(C1=O)N1C(c3cccs3)C3C(=O)N(CC)C(=O)C3N1C2c1cccs1 (centres undefined)
 : 2	0.6	-3	4	3	1	2	1	-1	-1
- CC(=O)c1c(C)[nH]c(C(=O)N2CCN(S(=O)(=O)c3ccc(C)cc3C)CC2)c1C
 : 1	0.4	-2	9	4	15	-5	5	10	-1
- CCCC(c1nnnn1CCOC)N1CCN(C(=O)c2ccco2)CC1 (centres undefined)
 : 1	0.3	-1	3	8	2	-5	1	-4	-7
- CS(=O)(=O)Nc1ccccc1C(=O)NCCSCc1ccccc1
 : -1	-4.0	0	11	-2	0	8	4	-3	-10
- C[C@H](NC(=O)c1nc[nH]c1C(=O)N1CCc2ccccc2C1)c1ccccc1
 : -1	-0.2	-1	-7	-10	-3	1	0	-6	5
- Cc1ccc(-c2cn3cccc(C)c3n2)cc1
 : 3	-0.2	-5	-5	2	0	2	4	-4	-3
- CCn1cc(C(=O)OCC(=O)Nc2cccc(Cl)c2Cl)c(=O)c2ccc(C)nc21
 : 3	0.0	1	5	-2	0	-5	0	0	-2
- Cc1c(C(O)(c2ccccc2)c2ccccc2)[n+]2ccccc2n1C
 : 1	/	-1	4	4	4	2	/	2	5
- CC(=O)N1CCOc2ccc(S(=O)(=O)N3CCN(c4cccc(C(F)(F)F)c4)CC3)cc21
 : 6	-0.1	-3	0	1	-3	-1	3	-2	4

Source: PubChem (The Scripps Research Institute Molecular Screening Center)
